GPR151 ag: activators of human GPR151; PathHunter beta-arrestin GPR151 cells, luminescence; activation, % at 11.2 µM; 1% of 650,000 active; in the data active = activation above about 4.9%;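 also: 0% = median of compound wells and 100% = cells with positive control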
Target sequence (Q8TDV0 whole entry, looked up): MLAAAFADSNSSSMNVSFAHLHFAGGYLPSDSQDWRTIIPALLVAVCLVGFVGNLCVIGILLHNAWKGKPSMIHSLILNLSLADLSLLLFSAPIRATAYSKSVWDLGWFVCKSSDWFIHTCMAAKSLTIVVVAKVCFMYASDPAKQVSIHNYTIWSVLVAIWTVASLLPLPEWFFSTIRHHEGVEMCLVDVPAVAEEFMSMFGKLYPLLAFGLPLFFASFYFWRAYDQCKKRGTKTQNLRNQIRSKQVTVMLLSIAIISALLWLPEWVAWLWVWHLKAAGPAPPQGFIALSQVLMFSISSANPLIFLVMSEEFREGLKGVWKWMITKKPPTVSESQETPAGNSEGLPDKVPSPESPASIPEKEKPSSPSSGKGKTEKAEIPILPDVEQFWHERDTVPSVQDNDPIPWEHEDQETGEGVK
MITF primary: human MITF inhibition, primary screen; O75030; AID 1259374; AlphaScreen MITF homodimerization, bead proximity signal; inhibition, % at 2.6 µM; 0.91% of 650,000 active; in the data active = inhibition above about 50%;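 also: 0% = vehicle wells with protein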
Target sequence (O75030 whole entry, looked up): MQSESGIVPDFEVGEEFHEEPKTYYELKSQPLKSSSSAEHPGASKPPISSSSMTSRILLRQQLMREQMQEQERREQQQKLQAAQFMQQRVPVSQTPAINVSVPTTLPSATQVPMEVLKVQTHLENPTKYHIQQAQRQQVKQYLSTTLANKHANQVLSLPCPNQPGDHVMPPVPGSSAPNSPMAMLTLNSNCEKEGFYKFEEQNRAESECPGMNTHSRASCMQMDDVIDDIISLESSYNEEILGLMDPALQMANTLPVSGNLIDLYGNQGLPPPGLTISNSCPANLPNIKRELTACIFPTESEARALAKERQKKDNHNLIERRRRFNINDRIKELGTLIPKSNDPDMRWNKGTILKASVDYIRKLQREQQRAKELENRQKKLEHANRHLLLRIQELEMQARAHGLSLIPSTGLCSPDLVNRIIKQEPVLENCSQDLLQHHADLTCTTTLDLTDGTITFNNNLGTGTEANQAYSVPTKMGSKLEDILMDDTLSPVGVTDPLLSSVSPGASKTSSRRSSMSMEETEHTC
TEAD-YAP block: TEAD-YAP interaction inhibition | HEK-TIYL cells, TEAD-Gal4/YAP UAS-luciferase luminescence | inhibition, % at 9.12 µM | 1.4% of 640,000 active; in the data active = inhibition above about 32%;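 also: 0% = median of test compound wells and 100% = reference inhibitor wells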
FBW7 act: activators of human E3 ligase FBW7 | Q969H0 | AlphaScreen FBW7–phospho-cyclin E peptide binding, activator screen | normalized activity (activation), % at 26.1 µM | 0.13% of 650,000 active | AID 1259310; in the data active = normalized activity above about 1.9%;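 also: purified mutant Fbw7 with reduced substrate affinity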
Starred values were filed as active, the others as inactive. This is a random part of the collection; overall some 3.4% were active at least once.

Value order: GPR151 ag	MITF primary	TEAD-YAP block	FBW7 act
Cc1nnsc1C(=O)Nc1ccc(Cl)c(Cl)c1
→ -0.1	9	-12	0.2
CC(=O)NC(CCS(C)(=O)=O)C(=O)Nc1cccc(Cl)c1Cl (stereo unspecified)
→ 2.4	8	-4	0.1
CCOc1ccc2c(c1)C(=C1SC(C(=O)OC)=C(C(=O)OC)S1)C(=S)C(C)(C)N2C(=O)CN1C(=O)c2ccccc2C1=O
→ -0.5	3	10	0.1
COc1ccc(CNC(=O)c2c(C)noc2C)cc1
→ 0.9	5	9	0.1
CC(NC(=O)/C=C/c1ccc2c(c1)OCO2)c1ccccc1 (stereo unspecified)
→ 3.7	2	3	0.0
COC(=O)C1=C(C(=O)c2ccccc2)C(c2cccc(O)c2)n2nnnc2N1 (stereo unspecified)
→ -2.2	-3	-5	0.5
Cc1ccc(-c2nc3cccnc3s2)cc1NS(C)(=O)=O
→ -1.4	11	-30	0.0
Cc1ccc(/C=C2\C(=N)N3N=C(N4CCOCC4)SC3=NC2=O)o1
→ 0.4	-2	-7	0.0
Cc1ccnc(SCC(=O)NC(C)CCc2ccccc2)n1 (stereo unspecified)
→ -1.1	0	-1	-0.1
COC(=O)C1=C(C)N=c2s/c(=C\c3cn(-c4ccccc4)nc3-c3ccc(Cl)cc3)c(=O)n2C1c1cccs1 (stereo unspecified)
→ 0.1	-4	-5	-0.4
Cc1sc(NC(=O)C(Cc2ccccc2)Cc2ccccc2)c(C#N)c1C
→ -1.4	9	2	0.0
COc1ccc(-c2nc(C(N)=O)c3[nH]c(=O)n(-c4cccc(C)c4)c3n2)c(OC)c1
→ -0.6	-3	-15	-0.1
COc1ccc(CNC(=O)CSc2nnc(NC(=O)c3ccccc3Cl)s2)cc1
→ 6.3*	-4	-26	-0.1
COc1ccc(NS(=O)(=O)c2ccc(Cc3ccc(S(=O)(=O)Nc4ccc(OC)cc4OC)cc3)cc2)c(OC)c1
→ 0.0	20	37*	0.7
Cc1ccc(C2/C(=C(/O)c3ccc(F)cc3)C(=O)C(=O)N2CCCN2CCOCC2)o1 (stereo unspecified)
→ 2.2	1	-3	-0.1
CC(C)CC1CC(=S)C(C2CCCCC2)C1=O (stereo unspecified)
→ -1.5	11	2	0.3
CCCc1[nH]nc2c1C(c1ccc(O)cc1)C(C#N)=C(N)O2 (stereo unspecified)
→ -0.2	11	-3	0.4
CC(=O)CCC(=O)Nc1ccc(NS(=O)(=O)c2cc([N+](=O)[O-])ccc2C)cc1
→ 0.1	8	0	0.0
CN(CC(=O)NCc1ccncc1)S(=O)(=O)c1ccc(F)cc1
→ -0.3	4	-6	0.3
O=C(O)C1CCC1C(=O)N1CCCC(c2nc(-c3ccccc3)c3ccccn23)C1 (stereo unspecified)
→ -0.4	-1	-4	-0.4

Limited to GPR151 ag and MITF primary, for four of the compounds above:
Molecule	GPR151 ag	MITF primary
CC(NC(=O)/C=C/c1ccc2c(c1)OCO2)c1ccccc1 (stereo unspecified)	3.7	2
CC(=O)CCC(=O)Nc1ccc(NS(=O)(=O)c2cc([N+](=O)[O-])ccc2C)cc1	0.1	8
CC(=O)NC(CCS(C)(=O)=O)C(=O)Nc1cccc(Cl)c1Cl (stereo unspecified)	2.4	8
Cc1nnsc1C(=O)Nc1ccc(Cl)c(Cl)c1	-0.1	9

Next part
Value order: GPR151 ag	MITF primary	TEAD-YAP block	FBW7 act
CN(C)C(=O)c1c(NC(=O)c2ccccc2F)sc2c1CCC2
→ 1.1	-11	2	-0.1
O=c1oc(-c2cccs2)nc2sc3c(c12)CCCCC3
→ -3.0	14	1	0.1
COc1ccc(-c2cc(C(F)(F)F)n3ncc(C(=O)Nc4cc(Cl)ccc4O)c3n2)cc1OC
→ -0.9	15	8	0.3
CCCOC1CCCN(Cc2c(C(=O)N3CCCN(C)CC3)nc3sccn23)C1 (stereo unspecified)
→ 1.2	1	0	0.0
O=C(NNC(=O)C(c1ccccc1)c1ccccc1)c1ccc(O)cc1
→ 0.0	-6	2	0.0
CC(C)C(NC(=O)CN(c1cc(C(F)(F)F)ccc1Cl)S(=O)(=O)c1ccccc1)C(C)C
→ -0.8	18	16	0.3
COc1cc(/C=C/c2nc(=O)c3ccccc3o2)ccc1O
→ -1.7	2	-37	-0.1
O=C(Cn1c(=O)n(CC(=O)NC2CCCC2)c(=O)c2ccccc21)Nc1ccc(F)cc1
→ -0.3	-6	7	0.0
C=CCOC(=O)COc1ccc2cc(-c3ccc(OC)cc3)c(=O)oc2c1
→ -1.3	-13	10	0.3
COC(=O)C(NC(=O)c1ccc(OC)cc1)(Nc1sc2c(c1C#N)CCC(C(C)(C)C)C2)C(F)(F)F (stereo unspecified)
→ 0.6	11	5	0.1
O=C(NC1CCCCC1)c1c(O)c2cccc3c2n(c1=O)CCC3
→ 1.4	4	-1	-0.1
Cc1ccc(NC(=O)C(=O)NCCN2CCN(C(=O)c3ccccc3)CC2)cc1
→ -0.5	4	5	0.3
CCn1c(C2COc3ccc(OC)cc3C2)nc2cc(F)c(-c3cn[nH]c3)cc21 (stereo unspecified)
→ -1.1	21	5	0.1
O=C(C(O)c1ccc(F)cc1F)N1CCC(Nc2ccc3[nH]ncc3c2)C1 (stereo unspecified)
→ -0.8	14	7	0.7
NC(=O)NC(CC(=O)OCC(=O)Nc1ccc2c(c1)CCC2)c1ccc(Cl)cc1 (stereo unspecified)
→ -0.2	13	5	0.0
COc1ccc(-c2cccc(C(=O)NCc3cccnc3)c2)cc1
→ -2.4	4	21	-0.1
Cc1ccc(C(=O)CSc2nc(C)cc(=O)[nH]2)cc1
→ 0.1	13	0	0.4
COc1ccc(Cl)cc1NC(=O)c1c(NCc2ccc(OC)c(OC)c2OC)sc2c1CCC2
→ 0.4	-14	-7	-0.1
O=S(=O)(c1ccc(-c2csc(Nc3ccc(F)cc3)n2)cc1)N1CCCCC1
→ -0.1	1	9	0.0
CC(C)CC(=O)Nc1ccc(Br)cn1
→ -0.9	8	-9	0.3

Value order: GPR151 ag	MITF primary	TEAD-YAP block	FBW7 act
COCCCN1C(=O)C(O)=C(C(C)=O)C1c1ccc(O)c(OC)c1 (stereo unspecified)
→ -0.5	25	3	0.9
CCN(CC)CCCC(C)Nc1nc2ccccc2n1C (stereo unspecified)
→ 0.0	-5	2	0.1
CC1=C(C(=O)N2CCc3ccccc3C2)C2(CCC(C)CC2)OC1=O (stereo unspecified)
→ 1.2	13	-1	-0.1
C(=Nc1cnc(-c2ccccc2)nc1)c1ccc2c(c1)OCO2
→ -0.3	5	-10	0.1
O=C(COc1ccccc1)OCCCC(=O)c1ccc(F)cc1
→ 0.9	-2	-4	0.2
O=c1c2cc(Cl)ccc2[nH]c(=S)n1Cc1ccccn1
→ -0.6	11	-13	-0.1
Cc1cc(Nc2ccc(C(=O)N3CCOCC3)cc2)n2ncnc2n1
→ -0.6	6	4	-0.1
Cc1cc2ccccc2n1CCNC(=O)c1c(F)cccc1F
→ -0.4	4	-6	0.1
Cc1ccc(S(=O)(=O)c2nc(S(C)(=O)=O)sc2N2CC(C)OC(C)C2)cc1 (stereo unspecified)
→ 0.4	-18	6	0.0
Cc1ccc(-c2nc(-c3ccccn3)no2)c(Cl)c1
→ -11	7	98*	0.0
Cc1cc2oc(=O)cc(-c3oc4ccccc4c3NC(=O)C3CC3)c2cc1C
→ 0.0	10	-4	0.6
COC(=O)C1=C(C(=O)c2ccc(Cl)cc2)C(c2ccccc2)n2nnnc2N1 (stereo unspecified)
→ 0.0	9	8	0.3
CCOC(=O)C1(Cc2ccc(Cl)cc2)CCN(C)CC1
→ -1.2	13	-10	0.3
COCCOC1CCN(Cc2ccc(OCC(O)CN3CCCCC3)cc2)CC1 (stereo unspecified)
→ -0.4	0	-9	0.2
COc1cccc(NC(=O)C2CC=CCC2C(=O)O)c1 (stereo unspecified)
→ -1.7	5	-3	-0.2
CCCn1c(=S)[nH]c2cc(C(=O)N3CCCC3)ccc2c1=O
→ 0.3	12	10	0.1
CN(/N=C/c1ccc(F)cc1)C1=NS(=O)(=O)c2ccccc21
→ -0.1	14	-15	0.1
O=[N+]([O-])c1cccc(-c2ccc(CN3CCCCC3)o2)c1
→ -0.8	3	-15	0.1
O=S(=O)(NCCc1csc(-c2cccnc2)n1)c1cc(F)ccc1F
→ -0.2	5	4	0.3
Cc1cccc(Nc2ccc([N+](=O)[O-])c3nonc23)c1C
→ 1.5	1	11	-0.1

Value order: GPR151 ag	MITF primary	TEAD-YAP block	FBW7 act
CC(=O)C1=C(O)C(=O)N(CCc2c[nH]c3ccccc23)C1c1cccc(O)c1 (stereo unspecified)
→ 1.0	5	9	-0.1
Cc1ccn2c(C(=O)NCc3ccc(Cl)nc3)c(C)nc2c1
→ -0.7	12	11	0.2
O=C(CSc1nnc2ccccn12)Nc1ccc2[nH]c(=O)[nH]c2c1
→ -0.3	3	11	-0.1
COCCNC(=O)CC1Nc2cc(C)c(C)cc2NC1=O (stereo unspecified)
→ -0.5	15	3	0.3
Cc1ccc(Nc2nc(C(=O)NCc3ccccn3)cs2)cc1
→ -0.9	14	-7	-0.3
Cc1ccc2nc3ccc(NCc4ccccc4)nn3c(=O)c2c1
→ -0.1	8	-10	0.1
Cc1ccc(C)c(CN2CCc3nnc(CCNC(=O)c4ccoc4)n3CC2)c1
→ 0.1	7	8	-0.1
CCCCN(C)Cc1c(F)cccc1F
→ 0.5	36	10	0.0
O=C(O)c1cccc(Nc2ncnc3ccccc23)c1
→ -6.4	14	4	0.5
CCCNc1nc(-c2ccccc2)nc2cc(OC)c(OC)cc12
→ -0.5	14	1	0.0
CNS(=O)(=O)c1cccc(C(=O)OCC(=O)NC(=O)NC(C)C)c1
→ 0.5	0	-13	-0.1
O=C1c2cccc3c(O)ccc(c23)C(=O)N1Cc1ccco1
→ -0.3	-3	-5	-0.1
CCCCn1c(SCC(=O)c2ccccc2F)nc2c1c(=O)n(C)c(=O)n2C
→ -1.0	0	5	-0.1
O=S(=O)(NNC1=NCCCCC1)c1ccccc1
→ -0.4	7	2	0.1
C/C(=N\N=C\c1cccc(F)c1)c1nnn(-c2nonc2N)c1C
→ -0.1	-9	-27	0.0
CCOc1ccc(NC(=O)CN(c2ccc(Cl)cc2)S(=O)(=O)c2ccc(OC)cc2)cc1
→ 2.0	-15	3	0.2
CC1CCCN(S(=O)(=O)c2cccc(-c3cn4cccnc4n3)c2)C1 (stereo unspecified)
→ 5.0*	2	-2	0.1
CSc1ccc(/C=N/NC(=O)CN2CCSCC2)cc1
→ 1.0	31	-10	0.1
N#Cc1ccc(-c2csc(N3CCCC3=O)n2)cc1
→ -2.9	-9	-21	-0.1
OCCN1CN=C(Nc2nc3ccccc3s2)NC1
→ 1.6	-9	-3	0.1

3 entries from above, arranged by length of the SMILES, low to high:
Value order: GPR151 ag	MITF primary	TEAD-YAP block	FBW7 act
CCCCN(C)Cc1c(F)cccc1F
→ 0.5	36	10	0.0
OCCN1CN=C(Nc2nc3ccccc3s2)NC1
→ 1.6	-9	-3	0.1
CSc1ccc(/C=N/NC(=O)CN2CCSCC2)cc1
→ 1.0	31	-10	0.1

Profiles, quoted from the list. Screens in order: GPR151 ag | MITF primary | TEAD-YAP block | FBW7 act
Profile of Cc1ccc(C)c(CN2CCc3nnc(CCNC(=O)c4ccoc4)n3CC2)c1 = 0.1 | 7 | 8 | -0.1
Profile of N#Cc1ccc(-c2csc(N3CCCC3=O)n2)cc1 = -2.9 | -9 | -21 | -0.1

The listing continues.
Value order: GPR151 ag	MITF primary	TEAD-YAP block	FBW7 act
CSc1sc(C)cc1/C=N/Nc1ccc([N+](=O)[O-])cc1
→ 1.3	-9	-23	0.1
CCOC(=O)C1=NN(c2ccc(C)cc2)C2C(=O)N(c3ccc(Cl)cc3)C(=O)C12 (stereo unspecified)
→ 0.4	8	19	0.7
CNc1nn2nnnc2c2ccccc12
→ 1.7	-2	8	-0.1
CCOc1ccc(C(=O)Nc2ccc(-c3ccc(NC(=O)c4ccc(OCC)cc4)c(OC)c3)cc2OC)cc1
→ -1.5	-9	-11	0.0
Cc1cccc(C(=O)Oc2coc(CSc3nc(C)cc(C)n3)cc2=O)c1
→ -2.2	5	-11	0.5
O=S1(=O)CC(O)C(N2CCN(Cc3ccccc3)CC2)C1 (stereo unspecified)
→ 1.1	6	-1	0.0
COc1ccc(C2C(C(=O)c3ccc(C)o3)=C(O)C(=O)N2Cc2cccnc2)cc1 (stereo unspecified)
→ -1.3	19	7	0.3
COc1ccc(CNC(=O)C2CCN(C(=O)c3ccc(Cl)cc3Cl)CC2)cc1
→ 3.6	-11	6	-0.3
CCOC(=O)C(NC(=O)c1cccc(Cl)c1)(Nc1sc2c(c1C(N)=O)CCCC2)C(F)(F)F (stereo unspecified)
→ 2.4	11	-4	0.0
Cc1ccccc1-c1ccc(C(=O)N2CCN(C)CC2)c(N(C)C)n1
→ -0.2	-17	-1	0.0
Cc1ccc(OCC(=O)N/N=C/c2ccc([N+](=O)[O-])cc2)cc1C
→ 1.2	1	3	0.0
COc1ccc(/C=C2/C(=O)CNC2=O)cc1
→ -1.1	12	-6	0.7
CC1=C(C(=O)OC2CCCC2)C(c2cc3c(cc2Cl)OCO3)C2=C(CCCC2=O)N1 (stereo unspecified)
→ 3.3	-91	9	0.2
O=C(Nc1cccc(Cl)c1Cl)c1nn2c(C(F)(F)F)cc(-c3ccccc3)nc2c1Br
→ 0.0	6	-6	0.2
Cc1cnc(C(=O)OCC(=O)N(CC(C)C)C2CCS(=O)(=O)C2)cn1 (stereo unspecified)
→ 0.1	-7	10	0.0
